# Pf apPOL inh: Pf-apPOL inhibitors, biochemical, fluorescence | inhibition, % at 10 µM | AID 1794808, 2022 | Plasmodium falciparum apicoplast DNA polymerase (apPOL) | Recombinant Pf-apPOL, molecular beacon fluorescence, 1.5 h | actives 0.25% (n = 210,000)
# mHTT CaM bind: mutant huntingtin-calmodulin interaction inhibitors – biochemical, AlphaScreen, primary screen | actives 3.6% (n = 190,000) | AlphaScreen His-mHTT/GST-CaM binding, luminescence | P42858 | inhibition, % at 15 µM;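 note: 0% = both proteins with DMSO and 100% = one protein alone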
# * hit, by the source's call; i = inactive; x = no result given; & = joins results of further samples. Cut-off read from the data, not from the text of the source: active = inhibition above about 50%; inactive = the rest. Only part of the results is shown; count on the stated rates, not on these rows.
# Each structure is followed by: Pf apPOL inh, mHTT CaM bind
> Nc1cc(=O)nc(SCCC(=O)O)n1-c1ccccc1
  4, 2
> CCCN1C(=O)c2ccccc2NC1c1ccc(OC)c(OC)c1 (configuration not stated)
  -2, 2
> COc1ccc([N+](=O)[O-])cc1NC(=O)c1sc2nc(C)nc(N3CCCCC3)c2c1C
  -5, -3
> CC1(C)CC(=O)C2=C(C1)N(c1ccc([N+](=O)[O-])cc1)C(N)=C(C#N)C2c1cccnc1 (configuration not stated)
  -4, 7
> O=C(c1ccc(OCC2CCCN2C(=O)CC2CCCCC2)cc1)N1CCCC1 (configuration not stated)
  0, 13
> CCN(C(=O)c1ccc(-c2ccccc2)cc1)c1ccccc1
  -7, -9
> O=C(NC1CCc2ccccc21)C1CCN(c2cc(Oc3ccccc3)ncn2)CC1 (configuration not stated)
  -6, -4
> S=c1[nH]cc2ccccn12
  18, x
> CCCNC(=O)CSc1nc2nc(C)cc(C)n2n1
  -18, -5
> O=C1C2CCCN2C(c2ccccc2F)N1c1ccc(Cl)cc1 (configuration not stated)
  -3, -5
> Cc1oc(C2CCN(C(=O)c3cccc(C(F)(F)F)c3)CC2)nc1C(=O)N1CCCC1
  -4, 20
> Cc1cc(Br)ccc1NC(=O)COc1ccc(Cl)cc1
  -13, -2
> CC(C)(C)C(=O)NCCC(O)C1CC1 (configuration not stated)
  -8, -4
> COc1ccc(S(=O)(=O)N2CCCC(C(=O)O)C2)cc1 (configuration not stated)
  -1, -3
> COc1ccc(CCNC(=O)C2c3ccccc3C(=O)N2Cc2ccccc2)cc1OC (configuration not stated)
  -15, -7
> N/C(=N\OC(=O)COc1ccccc1)c1ccc(Br)cc1
  -7, i
> Cc1ccc2sc(C3=NN(C)C(O)(C(F)(F)F)C3)c(C)c2c1 (configuration not stated)
  -3, x
> O=C(Cc1csc(SCc2ccncc2)n1)N1CCN(c2ccccc2)CC1
  -12, -8
> COc1cc(NC(=O)c2nn(C)cc2[N+](=O)[O-])cc(OC)c1OC
  2, 3
> O=C(c1cccs1)N1CCN(c2cc(Oc3ccc(F)c(F)c3)ncn2)CC1
  -5, 4
> COc1ccc(CCN(C(=O)c2ccccc2)C2=CC3CCC(C2)N3C)cc1OC (configuration not stated)
  -15&-5, -2&-3
> CCC(CC)N1CCN(C(=O)C2CCc3sc(C(=O)N4CCOCC4)cc3C2)CC1 (configuration not stated)
  -6, 0
> Cc1ccnc(N2CCC(C(=O)NCc3ccc(OC(C)C)cc3)CC2)n1
  -6, -1
> CC(=O)Nc1ccc(NC(=O)c2ccc3nc(-c4ccccc4)cn3c2)cc1
  -1, 6
> NNC(=O)C(=O)Nc1nc(-c2ccc(Br)cc2)cs1
  3, 4
> COc1ccc(N2C=C(C#N)S(=O)(=O)c3ccc(F)cc32)cc1OC
  0, -6
> COc1cc(OC)c(NC(=O)CSc2nnc(-c3ccco3)c(-c3ccco3)n2)cc1Cl
  4, 50
> Cc1cccc(NCN2C(=O)c3cccc([N+](=O)[O-])c3C2=O)c1
  5, 46
> O=C(Nc1cccc(N2CCCN(Cc3cccc(F)c3)C2=O)c1)C1CCCC1
  -2, 2
> Cc1cccc(NS(=O)(=O)c2ccccc2)n1
  -5, 4

# 3 compounds drawn at random from the list so far, as already listed:
# Each structure is followed by: Pf apPOL inh, mHTT CaM bind
> CCC(CC)N1CCN(C(=O)C2CCc3sc(C(=O)N4CCOCC4)cc3C2)CC1 (configuration not stated)
  -6, 0
> CC1(C)CC(=O)C2=C(C1)N(c1ccc([N+](=O)[O-])cc1)C(N)=C(C#N)C2c1cccnc1 (configuration not stated)
  -4, 7
> Cc1cccc(NCN2C(=O)c3cccc([N+](=O)[O-])c3C2=O)c1
  5, 46

# More entries follow.
# Each structure is followed by: Pf apPOL inh, mHTT CaM bind
> COc1ccc(N=Cc2cccc(OC)c2O)c(OC)c1
  -7, 21
> COc1cccc(C2CC(=O)Nc3n[nH]c(C)c32)c1 (configuration not stated)
  2, -7
> CC1CCCC(C)N1Cc1c(O)ccc2c(=O)c(-c3ccc4c(c3)OCCO4)coc12 (configuration not stated)
  0, 11
> Cc1cccc(OCC(=O)NC2(c3nc(C)no3)CCCCC2)c1
  -8, -3
> CC1CCN(CCCCOc2ccc([N+](=O)[O-])cc2)CC1
  -9, -7
> Fc1ccc(F)c(CN2CCC(Cn3cnc4ccccc43)CC2)c1
  -5, -12
> COc1cccc(CNC2CCN(c3ccc(C(=O)Nc4ccccc4)cn3)C2)c1 (configuration not stated)
  -4, 3
> c1ccc(Sc2ncnc3c2oc2ccccc23)nc1
  -3&-11, -1&-7
> O=C(c1ccc(S(=O)(=O)N2CCCC2)cc1)N1CC(c2nc(-c3cnccn3)no2)C1
  -1, -3
> CCc1ccc(S(=O)(=O)N2CCC(c3nc4cccnc4n3CC)C2)cc1 (configuration not stated)
  -3, -5
> Cc1nn(CC(C)C(=O)NC2=C(C#N)CCC2)c(C)c1Br (configuration not stated)
  x, -5
> O=C(O)c1nccnc1C(=O)Nc1ccc(Cl)cc1Cl
  -4, 1
> COc1ccc2nc3oc(C(=O)Nc4cccc(C#N)c4)cc3cc2c1
  -1, 10
> CC(=O)Nc1ccc(S(=O)(=O)NCc2ccc(Cl)c(Cl)c2)cc1
  1, 0
> Cc1cc(N)n2nc(-c3ccc(C(C)(C)C)cc3)cc2n1
  4, 16
> Cc1ccc(NCCNC(=O)Cc2c[nH]c3ccccc23)nn1
  -7, -13
> O=C(NCCn1nc(-n2cccn2)ccc1=O)c1ccc2nsnc2c1
  -1, -10
> CC(C)N1CC(C(=O)O)CC1=O (configuration not stated)
  x, -3
> Cc1cccc(N(CC(=O)NCc2cccnc2)S(=O)(=O)c2ccccc2)c1C
  -8, 5
> CCOc1ccc(NC(=O)c2ccc(C(=O)c3ccccc3)cc2)c([N+](=O)[O-])c1
  -2, 11
> Fc1ccccc1Nc1ncc2c(n1)CCN(Cc1ccccc1)C2
  1, -2
> CC1CCC2(CC1)NC(=O)N(CC(=O)Nc1ccccc1F)C2=O (configuration not stated)
  -4, -3
> COc1cc(-c2nc3nc(C)c(Br)cc3[nH]2)ccc1O
  8, 24
> Cc1ccc(Cl)cc1NC(=O)c1ccc(Br)cc1
  -3, 8
> O=C1Nc2ccccc2S/C1=C\c1ccccc1F
  36, 11
> CC1(C)CC(=O)C2=C(C1)Nc1ccccc1NC2c1cccc(O)c1 (configuration not stated)
  1, 0
> O=C(c1ccccc1F)N1CCC(COCc2ccccc2)CC1
  -9, -11
> COCCN=C1Nc2ccccc2CNC12CCN(C(=O)COc1ccccc1C)C2 (configuration not stated)
  -4, 20
> CC1(C)N=c2ccc([N+](=O)[O-])cc2=N1
  64*, x
> CC(NC(=O)c1c(F)cccc1F)c1nc2ccccc2[nH]1 (configuration not stated)
  -6, 3

# Next entries:
# Each structure is followed by: Pf apPOL inh, mHTT CaM bind
> Cc1nc(C2CCCN(Cc3cc(F)cc(F)c3)C2)no1 (configuration not stated)
  3, -21
> O=C(CCS(=O)(=O)c1ccc(F)cc1)Nc1nc(-c2nc3ccccc3s2)cs1
  6, 1
> CNC(=O)N1CCC(OCc2nc(-c3cccnc3)no2)CC1
  -4, -7
> O=C(NC1CC1)c1ccc(OCC2CCN(C(=O)c3ccc(Br)o3)CC2)cc1
  -6, 10
> O=c1[nH]c2ccccc2nc1Cc1ccccc1Br
  -6, -5
> CCCOc1nccnc1NC1CCN(S(=O)(=O)CC)CC1
  -6, 3
> O=C(CCS(=O)(=O)c1ccccc1)N1CCN(C(=O)C2CC2c2cccs2)CC1 (configuration not stated)
  -5, -11
> CC(C)c1nc2c(NC(=O)CC3CCCCC3)cccn2n1
  -1, -16
> COc1ccc(Cl)cc1C(=O)N1CCN(c2ccc3nnc(-c4ccco4)n3n2)CC1
  28, 72*
> CCCCOc1ccc(S(N)(=O)=O)cc1
  -3, -1
> O=C1NC2(CCCN(C(=O)C3CCC3)C2)N=C1c1ccccc1 (configuration not stated)
  -7, -2
> COC(=O)c1ccc(NC(=O)Cn2nc3c(cc2=O)CCCC3)cc1
  -2, -2
> CCC(=O)N1CCSc2nnc(COc3ccc(F)cc3F)n21
  -4, -4
> COc1ccccc1CC(=O)Nc1cccc(C)n1
  -5, -3
> O=C(C=Cc1ccccc1)NCC1COC2(CCCCC2)O1 (configuration not stated)
  -5, -7
> CC(=O)N1CCc2cc(S(=O)(=O)Nc3ccc(OC(F)(F)F)cc3)ccc21
  -1, 14
> CC(C)Cn1c(=O)c(N2CCN(C(=O)Nc3ccc4c(c3)CCC4)CC2)nc2ccncc21
  0, 5
> COc1ccccc1N1CCN(Cc2cc(OC)c(OC)c(OC)c2)CC1
  1, 0
> Cc1cc(C)c2c(-n3cccc3)c(C(=O)N(C)C)sc2n1
  1, 5
> CCc1ccc(O)c(N=Cc2cc(C)ccc2O)c1
  0, 27
> O=C(CSc1nc2c(cnn2-c2ccccc2)c(=O)[nH]1)N1CCc2ccccc21
  0, 8
> O=C(NCC1CCCO1)c1ccc(Br)o1 (configuration not stated)
  x, -2
> CCOC(=O)CSc1nnc2c3ccccc3c3ccccc3c2n1
  6&5, x
> CCn1c(=O)c(-c2ccc(C(=O)Nc3ccc(C)c(Cl)c3)cc2)nc2cccnc21
  3, -3
> CC(=O)Nc1nc(N2C(=O)c3ccccc3C2=O)n(-c2ccccc2)n1
  -1, 10
> CCn1c(=O)c(-c2ccc(C(=O)Nc3ccccc3)cc2)nc2cccnc21
  2, 30
> Cc1ccccc1C(=O)Nc1cc(-c2ccccn2)no1
  -1, 6
> Cc1sc2nc(SCC(=O)NCCO)n(-c3ccccc3)c(=O)c2c1C
  -7, 2
> CC1CCc2c(cnc3c(C(=O)NCCN4CCN(C)CC4)cnn23)C1 (configuration not stated)
  1, -2
> CC(C)C1=NN2C(=N)CC(=O)N=C2S1
  -3, -2

# (cont.)
# Each structure is followed by: Pf apPOL inh, mHTT CaM bind
> Cc1ccc(NC(=O)CN2C(=O)C(c3ccc(Cl)cc3)=NC2(C)C)c(C)c1
  -8, 3
> CSc1cccc(NC(=O)N2CCc3c(c(-c4nc(C)no4)nn3C)C2)c1
  -3, 45
> O=C(Nc1ccccc1F)c1ccncc1
  -3, -7
> COC(=O)c1ccc(CSc2nnc(N3CCN(c4ccccc4OC)CC3)s2)o1
  -10, 4
> O=C(CCc1ccccc1)Nc1cccc(Br)c1
  -1, -40
> O=C1CSC2(C(=O)Nc3ccccc32)N1c1cccc(Br)c1 (configuration not stated)
  -52, -1
> Cc1cc(C(=O)N2CCN(c3nc(CN4CCOCC4)cs3)CC2)nn1C
  1, 3
> Cc1ccc(S(=O)(=O)N(CC(=O)Nc2ccc3c(c2)OCCO3)c2ccccc2F)cc1
  1, 6
> CC1(C)Cc2c(C#N)c(SCC(=O)c3ccccc3)nc(N3CCOCC3)c2CO1
  3, 4
> Cc1c(C(=O)CC2OC(=O)C(Cl)=C2Cl)sc2ccc(Cl)cc12 (configuration not stated)
  -85, x
> Cc1nc(C(=O)Nc2ccc3c(c2)C(=O)N(C)CCO3)cs1
  6, -7
> Cc1ccccc1CS(=O)(=O)CCC(=O)NCc1ccc(F)cc1
  -12, 3
> COC(=O)C1OC(O)C(O)C(O)C1O (configuration not stated)
  96*, x
> COC(OC)C12c3ccccc3C(c3ccccc31)C1C(=O)N(c3ccc(C)c(C)c3)C(=O)C12 (configuration not stated)
  1, 3
> O=C(O)CCCNC(=O)/C(=C\c1ccc2c(c1)OCO2)NC(=O)c1ccco1
  -5, -5
> O=C(CC(c1ccccc1)c1ccccc1)NC1CC(O)C(CO)C1 (configuration not stated)
  -6, -2
> CCNC(=S)NN1CCOCC1
  x, -2
> CC(C)CCNS(=O)(=O)c1ccccc1[N+](=O)[O-]
  -12, 0
> O=C(c1ccccc1OCC1CCN(C(=O)C2CCC2)CC1)N1CCOCC1
  -1, -2
> O=C(c1ccc(Cl)cc1)n1c(=O)oc2ccccc21
  -1, x
> NCCOc1ccccc1Cc1ccccc1
  -5, 4
> CCCc1nnsc1C(=O)N1CCN(CCn2cccn2)CC1
  -6, -1
> Cc1ccc(C(=O)Nc2cccc(Oc3c(F)c(F)c(F)c(F)c3F)c2)cc1
  3, x
> NS(=O)(=O)c1ccc(NC(=O)c2ccc3nccnc3c2)cc1
  0, x
> CC(=O)O/N=C(/c1cccc([N+](=O)[O-])c1)N1CCCCC1
  -6, i
> O=[N+]([O-])c1cccc(NC2OCC(O)C(O)C2O)c1 (configuration not stated)
  1, 7
> COc1ccc(S(=O)(=O)N(CC(=O)NC2CC3CCC2C3)c2ccc(C)cc2)cc1OC (configuration not stated)
  -6&-7, 21&20
> CSc1sc([N+](=O)[O-])c2c1C(=O)CC(C)(C)C2
  6, x
> COC(=O)c1cc(C)nc(Sc2n[nH]c(-c3cc(Cl)cc(Cl)c3)n2)n1
  3, x
> Cn1ccnc1SCC(=O)Nc1cccc(C(F)(F)F)c1
  -7, 4

# Next section (2 carried over from the part before).
# Each structure is followed by: Pf apPOL inh, mHTT CaM bind
> COC(=O)c1cc(C)nc(Sc2n[nH]c(-c3cc(Cl)cc(Cl)c3)n2)n1
  3, x
> Cn1ccnc1SCC(=O)Nc1cccc(C(F)(F)F)c1
  -7, 4
> COc1cccc(C2CC(c3cccs3)=NN2C(=O)C(OC)c2ccccc2)c1O (configuration not stated)
  5, -30
> COc1ccc(C(=O)Oc2ccc3cc(-c4ccc(OC)c(OC)c4)c(=O)oc3c2)cc1OC
  -5, -6
> COc1ccc([C@H]2C[C@@H](n3cc(-c4ccc(F)cc4)nn3)[C@H](O)CN2C(=O)C2CCCCC2)cc1
  -4, 2
> Cc1cccc(S(=O)(=O)N2CCc3nc[nH]c3C2)c1
  -2, 0
> COc1cccc(C=C2Oc3c(ccc4c3CN(c3ccc5c(c3)OCCO5)CO4)C2=O)c1OC
  -3, 77*
> O=C(c1cccn2c(=O)c3cc(Br)ccc3nc12)N1CCN(c2ccccn2)CC1
  -6, 6
> CCc1ccc(CNC(=O)C2(c3ccc(NC(C)=O)cc3)CCC2)cc1
  -4, -3
> O=C(Nc1ccc(Cl)cc1)c1cc(S(=O)(=O)N2CCCC2)ccc1F
  31, 6
> O=[N+]([O-])c1ccc(CN2CCOCC2)cc1
  -6, -5
